# Pf Dd2 inh = qHTS Primary assay for Inhibitors of Plasmodium falciparum Dd2 growth in vitro | P. falciparum Dd2 growth, SYBR Green, 72 h | Potency, µM (doses to about 28.9 µM), for inactives: at the top dose activity, negative = inhibition, most hits filed as inhibitors | 120,000 compounds, 4.3% hits; active means well fitted inhibition curve with a large enough effect; inconclusive means small, poorly fitted or top-dose-only effect; inactive means no such curve, though single readings can be large or run the other way;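 further: plate controls were DMSO vehicle for no effect and reference drug for full effect; nearly all actives have a fitted effect of over 65% in size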
#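 Readout: SYBR Green fluorescence, 485 nm excitation, 535 nm emission, after ~16 h lysis at 37C. Before that, Dd2-infected red cells (2.5% hematocrit) grew 72 h with compound, 29 uM top final concentration.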
# Numbers without * were called inactive; i = inactive; ? = inconclusive; & = joins results of further samples; [ ] = dose if it differs, or a comment. Potency means the concentration at half of the fitted maximal effect. The list is partial; count on the stated rates, not on these rows.
SMILES,Pf Dd2 inh
Cc1ccc(N2CCN(c3nc(C(=O)O)cs3)CC2)cc1,-3%
O=C(CC1COCCN1C(=O)CCn1cccc1)NCc1ccccc1F (stereo unspecified),-18%
COc1ccc(C(=O)N2CCC(C(=O)N3CCCCCCNC(=O)CC3)CC2)cc1F,-9%
CC(C)CCN1CCC(Oc2ncccc2C(=O)N(C)C)CC1,-21%
COc1ccc(-c2ccccc2NC(=O)C2CCCN(Cc3ccc(O)c(OC)c3)C2)cc1 (stereo unspecified),?
COc1cccc(N2CCN(C(=O)C(CCSC)NS(=O)(=O)c3ccc4c(c3)oc(=O)n4C)CC2)c1 (stereo unspecified),-2%
CC1CCN(Cc2nnnn2CC(=O)N2CCN(c3ccccc3F)CC2)CC1,-15%
COc1ccc(NC(=O)c2cc3c(s2)-c2c(C)cccc2OC3)cc1Cl,-3%
Cc1ccc(C2Cn3nnc(-c4noc(-c5ccc(F)cc5)n4)c3CO2)cc1 (stereo unspecified),-4%
COc1cc2c(cc1CCc1ccccc1)N([S+](=O)([O-])c1ccc3c(c1)CCO3)CC21CCN(C(C)=O)CC1,10µM*
O=C(CCCCCn1c(=O)[nH]c2ccccc2c1=O)NCc1ccc(Cl)cc1,i
Cc1cccc(NC(=O)CSc2nc3ccccc3c3nc(CCc4c(C)n[nH]c4C)nn23)c1,?
CN1CC2(CCN(C(=O)c3ccccc3F)CC2)CC(c2ccccc2)C1=O (stereo unspecified),-11%
Cn1cc(CCCC(=O)NCc2cccc(Br)c2)c2ccccc21,-3%
N#Cc1cccc(S(=O)(=O)N2CC(C(=O)NC3CCCCC3)C3(CCOCC3)C2)c1 (stereo unspecified),?
Cn1cc(C(=O)N2CCC3(CC2)NCCc2c3[nH]c3ccccc23)cn1,?
Cn1c(CO[C@H]2CN(C(=O)c3cncnc3)C[C@H]2F)nc2ccccc21,-13%[44.1 µM]
Cc1ccc(-c2nnc(C3CN(C(=O)c4ccoc4)CC34CCOCC4)o2)cc1 (stereo unspecified),9%
CCCCn1cc2c(c1-c1ccccc1Br)c(=O)n(C)c(=O)n2C,i
CNCc1ccc(N2CCCC2)cc1,-18%[44.1 µM]
CCOCCOc1cccc(C(=O)N2C[C@H](C3CC3)[C@@H](N)C2)c1,-8%
Cc1ccc(Cl)cc1NC(=O)Cn1cccc1-c1nc(-c2ccc(F)cc2)no1,i
CCC(C(=O)N1CCN(c2ccccc2)CC1)n1nc(C)c2sc3ccccc3c2c1=O (stereo unspecified),-8%
Cn1cc(C(=O)NCC2CN([S+](=O)([O-])c3ccccc3Cl)CC23CN(c2ccccc2)C3)cn1 (stereo unspecified),?

# In another format: entries from further up.
Structure | Pf Dd2 inh
O=C(CCCCCn1c(=O)[nH]c2ccccc2c1=O)NCc1ccc(Cl)cc1 | i
Cc1cccc(NC(=O)CSc2nc3ccccc3c3nc(CCc4c(C)n[nH]c4C)nn23)c1 | ?

# (more compounds)
SMILES,Pf Dd2 inh
O=C(NC[C@H]1COCc2nc3ccccc3n21)c1cccnc1,-18%[44.1 µM]
O=C(N[C@@H]1CN(Cc2ccc(F)cc2F)C[C@H]1CO)c1ccccc1,10µM*
COc1ccc(CNc2oc(/C=C/c3cc(OC)c(OC)c(OC)c3)nc2C#N)cc1,-16%
CN(C)c1ccc(CN2CCC3(COc4ccccc4C(=O)N3)C2)cc1 (stereo unspecified),1%
Clc1ccccc1C1(c2ccnc(NCc3ccncc3)n2)CCNCC1,-10%
COCc1cc(=O)n(CC(=O)Nc2cc(Cl)ccc2OC)c(N2CCOCC2)n1,?
CN1CCC(N[C@H]2C[C@@H](Cc3cc(CN(C)Cc4ccccc4)on3)C2(C)C)CC1,?
COc1ccc(N2CC(NC(=O)Cc3cccs3)CC2=O)cc1 (stereo unspecified),64%[activator]
Cc1cc(OCC(=O)N(Cc2ccc(N(C)C)cc2)Cc2ccco2)cc(C)c1Cl,4%
COc1cccc(N2CC(C(=O)N3CCC(C(=O)NCc4cccc(Cl)c4)C3)NC2=O)c1 (stereo unspecified),-23%
Cc1ccccc1OC(=O)CSc1nnc(-c2ccc3c(c2)OCO3)o1,41%
C[C@H]1CN(C(=O)C2CCCC2)C[C@@H]1c1nc(-c2ccccc2)no1,i

# Among those listed so far, these have a furan ring, fused or not.
SMILES,Pf Dd2 inh
Cc1ccc(-c2nnc(C3CN(C(=O)c4ccoc4)CC34CCOCC4)o2)cc1 (stereo unspecified),9%
Cc1cc(OCC(=O)N(Cc2ccc(N(C)C)cc2)Cc2ccco2)cc(C)c1Cl,4%

# Other records follow:
SMILES,Pf Dd2 inh
Cc1c(C)n(C)c2ccc(C(=O)NCCCN3CCCCC3C)cc12 (stereo unspecified),?
COc1ccccc1OCCNC(=O)c1ccc2c(c1)N(C)C1CCCCN1C2=O (stereo unspecified),?
COc1cccc(C(=O)N(Cc2cccc(Cl)c2)Cc2ccco2)c1,-16%
COCCN1CCC2(CCC1=O)CN(C(=O)NC(C)C)CCN2C (stereo unspecified),-16%
CCS(=O)(=O)N1CCC(Cc2nc(-c3cccnc3)n[nH]2)C1 (stereo unspecified),-22%
C[C@@H]1CN(C[C@@H]2CN(C(=O)c3ccsc3)C[C@@H]2CO)C[C@H](C)O1,-4%
O=C(Cn1nc2c(cc1=O)CCCC2)NCC1CCC(C(=O)O)CC1 (stereo unspecified),-2%
O=C1NCCCN1C1CCN(Cc2cccnc2)CC1,13%[44.1 µM]
COc1ccccc1NC(=O)c1sc2nc(C)c(C(=O)Nc3ccc(C)cc3C)c(-c3cccs3)c2c1N,?
COc1ccc(-c2noc([C@@H]3CCCN3C(=O)c3ccco3)n2)cc1OC,54%[activator]
O=C(NCC1CN(Cc2ccncc2Cl)CC12CN(c1ccccc1)C2)c1ccccc1 (stereo unspecified),-3%
Cn1c(N2CCN(C(=O)C[C@H]3NC(=O)c4ccccc4NC3=O)CC2)nc2ccccc21,-17%
Cc1ccc(CC(=O)NCc2nc(-c3ccccc3)no2)cc1,3%
COc1cc2c(cc1OC)C(C[C@H]1CN(C(=O)Nc3cccc(C(C)=O)c3)CC[C@H]1CC(=O)O)=NCC2,-2%
CC1=C(C(N)=O)C(c2cccc(O)c2)n2ncnc2N1 (stereo unspecified),i
O=C(CNC(=O)c1ccc(F)cc1)OCc1cc(=O)n2ccsc2n1,26%
COc1ccc2c(c1)CC(C(=O)NCCN1CCN(c3cccc(Cl)c3)CC1)CO2 (stereo unspecified),?
CCn1ccc(C(=O)N2[C@@H]3CC[C@H]2CC(NC(=O)c2ccncc2)C3)n1 (stereo partly specified),16%
Cc1ccc(C)c(C(=O)NCCn2ccn3nc(-c4cc(C)ccc4C)cc3c2=O)c1,i
COc1ccc(COC(=O)C2=C(C)NC(=O)CC2c2cccc(Cl)c2Cl)cc1 (stereo unspecified),9%
CCCCc1ccc(CN2C[C@@H]3CC[C@H](C2)N(Cc2ccccn2)C3=O)s1,-9%
COCCN1CCCN(C(=O)c2cccc(OC)c2)c2ccccc21,i
COc1ccc(Cn2ccc3nc(C)c(C(=O)Nc4cc(C)cc(C)c4)cc3c2=O)cc1,1%
CN(C)c1cccc(C(=O)Nc2cccc(-c3nnc4n3CCCC4)c2)c1,4.5µM*
O=C(c1n[nH]c(=O)c2ccccc12)N1CC2CC(C1)[C@H]1CCCC(=O)N1C2 (stereo partly specified),-6%
CNC(=O)C1CCC(Cn2c(=O)c3sccc3n(CC(=O)N3CCCCC3C)c2=O)CC1 (stereo unspecified),-3%
O=C(Nc1cnc(-c2cccc(Cl)c2)nc1)c1ccc(F)cc1F,i
COc1ccc(CCNC(=O)CCCn2c(=O)c3ccccc3n(CC(=O)Nc3cc(Cl)ccc3C)c2=O)cc1OC,-4%
CCOC(=O)c1c(C)[nH]c(C)c1S(=O)(=O)NCC(=O)NCc1ccccc1C,21%
COc1ccc(NC(=O)Cc2coc3cc(C)cc(C)c23)c(OC)c1,1%
COCCN1CCC(N2CCN(C(=O)c3ccsc3)CC2)C1=O (stereo unspecified),8%
Cc1ccc(C2NC(=O)N(CC(=O)NC(C)CCc3ccccc3)C3=C2C(=O)OC3)cc1 (stereo unspecified),i
CCCS(=O)(=O)NCCc1sc2nc(-c3ccc(F)cc3)nn2c1C,i
COc1cccc(CN2CCCC(O)(CN3CCSCC3)C2=O)c1 (stereo unspecified),-14%
O=C(NC1CC1)C1CCC(=O)N(CCCc2ccccc2)C1 (stereo unspecified),-11%
N#CC1CCN(C(=O)c2ccc3nnc(-c4cccc(OC(F)(F)F)c4)n3c2)CC1,?

# Laid out differently: two of the compounds above.
> CNC(=O)C1CCC(Cn2c(=O)c3sccc3n(CC(=O)N3CCCCC3C)c2=O)CC1 (stereo unspecified)
  Pf Dd2 inh: -3%

> CCCS(=O)(=O)NCCc1sc2nc(-c3ccc(F)cc3)nn2c1C
  Pf Dd2 inh: i

# An excerpt of these results, as labelled records.
> O=C(Nc1cnc(-c2cccc(Cl)c2)nc1)c1ccc(F)cc1F
  Pf Dd2 inh = i

> COc1ccc(CCNC(=O)CCCn2c(=O)c3ccccc3n(CC(=O)Nc3cc(Cl)ccc3C)c2=O)cc1OC
  Pf Dd2 inh = -4%

# Additional compounds:
SMILES,Pf Dd2 inh
CCc1ccc(C2=NN(CCC(=O)NCCc3ccc(Cl)cc3)C(=O)CC2)cc1,-9%
CCC(=O)N1CCN(c2nc3c(s2)CC(C(=O)Nc2ccc(F)cc2)CC3)CC1 (stereo unspecified),?
O=C(c1ccc(F)cc1)N1CCC(N2CCCNC2=O)CC1,13%&13%[44.1 µM]
O=C(c1ccc(-c2ccc(N3CCCCC3)nc2)cc1)N1CCOCC1,i
CCOC(=O)Cn1nc(C)c(NC(=O)COc2ccc(OC)cc2)c1C,44%[activator]
CC(c1ccc(-c2ccc(CC(=O)O)cn2)cc1)N1CCCCC1 (stereo unspecified),-9%
COc1ccc(NC2CCCN(C(=O)CCCS(N)(=O)=O)C2)cc1 (stereo unspecified),-4%
Cc1ccc(CNC(=O)Cn2c(=O)n(Cc3ccc(F)cc3)c(=O)c3sc4ccccc4c32)cc1,9%
COC[C@]1(O)CCN(C(=O)c2ccc3c(c2)CCC3)CC1(C)C,-9%
Cc1ccc(C2CC(=O)Nc3c2c(C2CC2)nn3C)c(C)c1F (stereo unspecified),-21%
O=C(Cc1ccccc1Cl)N1CCN(c2cc(-c3ccccc3)[nH]n2)CC1,i
c1ccc(N2CCN(c3ncnc4c3nc3n4CCCCC3)CC2)cc1,1%
Cc1noc2c(N3CCOCC3)cc(-c3cccnc3)nc12,-1%[44.1 µM]
O=C(O)CCC(=O)NC1CC2(CCN(Cc3ccncc3)CC2)c2ccccc21 (stereo unspecified),38%[activator]
Cc1cccc(C(=O)Nc2ccc(S(=O)(=O)N3CCCCC3c3cccnc3)cc2)c1 (stereo unspecified),-20%
Cc1cccc(Cn2c(-c3ccc(F)cc3)nc(C)c(CCO)c2=O)c1,i
NC[C@H]1O[C@@H]2C[C@@H](CC(=O)N3CCOCC3)O[C@@H]2[C@@H]1O,32%[44.1 µM]
CC(CNC(=O)c1csc2c1CCCCC2)c1ccccc1 (stereo unspecified),27%
O=C(Nc1ccc(OC(F)(F)F)cc1)c1cc(-c2ccc[nH]2)n[nH]1,-22%
COc1ccccc1CNC(=O)c1cnc2sc(N3CCOCC3)nn2c1=O,6%
CCOc1ccc(C2Cn3nnc(-c4nc(-c5cccc(Cl)c5)no4)c3CO2)cc1 (stereo unspecified),i
CC(C)(C)CC(=O)N[C@H]1C[C@H]2C(=O)Nc3ccc(-c4cccs4)cc3C(=O)N2C1,?
COc1cccc(N2C(=O)NC(=NC3CCCCC3)C23CCN(CC2CCCCC2)C3)c1 (stereo unspecified),-1%
CCc1ccccc1NC(=O)CN1C(=O)C(c2ccccc2)=NC12CCCC2,?
O=C(NCC(c1ccco1)S(=O)(=O)c1cccs1)c1ccccc1F (stereo unspecified),i
O=C(Nc1cccs1)Nc1ccc(F)cc1F,5%[5.79 µM]
CN(C)[C@@H]1CN(C(=O)Cc2cccnc2)CCC1(O)c1ccccc1 (stereo partly specified),46%[activator][5.79 µM]
COc1ccccc1Cn1c(C(C)NC(=O)OCc2ccccc2)nc2cccnc21 (stereo unspecified),-22%
Cc1nnnn1CCCN1CCC2(CCC(=O)N(CC(C)O)C2)CC1 (stereo unspecified),-22%
CCCC(=O)N1Cc2ccccc2CC2(CCN(CCC)C2)C1 (stereo unspecified),?
Cc1ccc(C(=O)NCC2Cn3cccc3C(=O)N2C)cn1 (stereo unspecified),-1%
Cc1ccc(NC(=O)N2CCC(OC3CCN(S(C)(=O)=O)CC3)CC2)cc1,?
COc1ccc(C(=O)Nc2ccc3oc(-c4ccc(F)cc4Cl)nc3c2)cc1,39%[activator]
CC(C)NC(=O)CCc1nnc(-c2cccc(OC(C)C)c2)[nH]c1=O,6%
COc1cccc([S+](=O)([O-])N2CCc3nc(C)nc(-c4ccc(Cl)cc4)c3C2)c1,?

# Source: PubChem BioAssay
